14-3-3 Bad inh: disrupts binding of bovine 14-3-3 zeta to phospho-Bad peptide; P63103; TR-FRET 14-3-3zeta/Dy647-pBad peptide displacement, 1 h; inhibition, % at 21.7 µM; actives 0.71% (n = 220,000); AID 781;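 active means inhibition above about 70%, limit read from the data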;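 further: 0% = full 14-3-3 plus peptide FRET controls and 100% = background without 14-3-3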
Target sequence (P63103 whole entry, looked up): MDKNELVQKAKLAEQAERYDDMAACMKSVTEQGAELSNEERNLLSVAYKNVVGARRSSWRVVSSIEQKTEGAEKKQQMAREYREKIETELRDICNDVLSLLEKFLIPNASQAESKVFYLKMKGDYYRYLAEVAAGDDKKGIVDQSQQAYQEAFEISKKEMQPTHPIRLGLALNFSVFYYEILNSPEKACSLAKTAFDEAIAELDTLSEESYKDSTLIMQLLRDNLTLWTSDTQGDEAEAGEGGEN
Hck Nef HTS: human Hck-Nef kinase inhibition | AID 463187 | actives 0.68% (n = 220,000) | inhibition, % at 20 µM | Recombinant Hck-YEEI plus Nef, Z-Lyte FRET kinase assay | P08631;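 active means Hck-Nef kinase inhibition above about 50%, limit read from the data; inactive means inhibition below that limit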;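 further: 0% = DMSO with Hck plus Nef and 100% = Hck alone without Nef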
EP2 mod: modulators of human EP2 prostaglandin E2 receptor; actives 0.83% (n = 260,000); AID 940; EP2-expressing cells, cAMP HTRF FRET, PGE2 co-stimulation; induction, % at 25 µM; P43116;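 active means compounds whose cAMP rise, as percent of the full-agonist control response, exceeds 60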;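 further: rat C6 glioma line stably carrying human EP2 under a CMV promoter; the protocol text gives 20 µM as final concentration; 100% = response of wells given 1 µM PGE2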
Target sequence (P43116 whole entry, looked up): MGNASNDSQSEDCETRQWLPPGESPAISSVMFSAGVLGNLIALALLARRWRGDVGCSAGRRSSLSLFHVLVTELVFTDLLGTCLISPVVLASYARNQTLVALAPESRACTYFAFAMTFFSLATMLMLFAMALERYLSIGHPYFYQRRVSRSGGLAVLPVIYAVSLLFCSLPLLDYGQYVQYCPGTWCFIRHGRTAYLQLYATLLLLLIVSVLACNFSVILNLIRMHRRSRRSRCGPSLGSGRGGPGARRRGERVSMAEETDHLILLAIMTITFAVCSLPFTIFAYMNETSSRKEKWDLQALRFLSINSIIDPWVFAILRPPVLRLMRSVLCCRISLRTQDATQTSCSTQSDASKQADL
Rad51 HR inh: blocks human Rad51 in homologous recombination; Q06609; hRad51 DNA strand exchange, fluorescence dequenching; inhibition, % at 10 µM; actives 0.085% (n = 200,000); AID 1385;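 active means inhibition above 40% at the single screening dose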;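 further: 0% = DMSO control wells and 100% = blanks with heterologous ssDNA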
Target sequence (Q06609 whole entry, looked up): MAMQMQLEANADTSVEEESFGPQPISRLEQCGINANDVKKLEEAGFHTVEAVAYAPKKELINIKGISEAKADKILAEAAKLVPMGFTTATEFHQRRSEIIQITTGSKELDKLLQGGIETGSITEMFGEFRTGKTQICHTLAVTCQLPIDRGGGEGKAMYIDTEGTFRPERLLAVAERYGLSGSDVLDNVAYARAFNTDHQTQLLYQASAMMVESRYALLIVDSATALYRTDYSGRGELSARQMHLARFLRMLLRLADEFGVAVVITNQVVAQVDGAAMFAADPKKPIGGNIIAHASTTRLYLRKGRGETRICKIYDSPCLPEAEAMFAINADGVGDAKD
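Read-out basis: percent inhibition relative to plate controls and blanks / Assay system: human Rad51 nucleoprotein filaments preassembled on unlabelled ssDNA / Timing: filaments 15 min 37 °C, then compound 30 min / Control set: per-plate controls and blanks / Technique: fluorescence dequenching at 485/520 nm / Compound: 10 µM final, single point / Also added: Fluorescein- and BHQ1-tagged 47-mer duplex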
TbHK1 inh: T. brucei hexokinase 1 inhibition | recombinant TbHK1, G6PDH-coupled NADH A340 | inhibition, % at 10 µM | actives 0.11% (n = 220,000);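 active means inhibition of 50% or more in the single-dose primary screen; inactive means inhibition below 50%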
m-calpain inh: calpain II (pig) inhibition. purified calpain II, fluorogenic peptide substrate, 30 min. inhibition, % at 16 µM. actives 0.37% (n = 220,000). AID 1236;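 active means inhibition above about 50%, limit read from the data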
zVAD death inh: blocks zVAD induced death of L929 cells | viability rescue, % at 10 µM | L929 zVAD necroptosis rescue, ATP luminescence, 24 h; with zVAD 60 µM | actives 0.38% (n = 220,000);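 active means activation, scaled between plate controls, above about 75%, limit read from the data; inactive means activation under that limit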;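 further: 0% = zVAD with DMSO and 100% = DMSO alone without zVAD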
PGE2 EP2 inh: EP2 receptor (human) inhibition | P43116 | C6 glioma cells expressing human EP2, cAMP TR-FRET; cells stimulated with saturating PGE2 | inhibition, % at 25 µM | actives 0.52% (n = 260,000) | AID 1422;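 active means percent inhibition above 40 after rounding to a whole number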;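 further: rat C6 glioma host cells with rolipram phosphodiesterase inhibitor present; the protocol text gives 20 µM as final concentration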
eIF4E 4G PPI: inhibitors of eIF4E and eIF4G interaction in translation initiation. AID 782. P63073+Q04637. inhibition, % at 21.7 µM. actives 0.37% (n = 220,000). TR-FRET eIF4E-eIF4GI(517-606) binding, 2 h;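 active means inhibition above about 30%, limit read from the data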;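 further: 0% = full FRET control wells and 100% = background wells lacking eIF4GI fragment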
* marks the source's active call; other numbers are inactive results; i = inactive; x = not tested or not shown; & = joins results of further samples; [ ] = remark or other dose. An excerpt (hit frequency here may not be typical).

Values run as follows: 14-3-3 Bad inh	TbHK1 inh	Rad51 HR inh	m-calpain inh	Hck Nef HTS	PGE2 EP2 inh	zVAD death inh	eIF4E 4G PPI	EP2 mod
- CCOc1ccccc1/C=N/NC(=O)c1ccc(Cn2cc([N+](=O)[O-])cn2)o1
    -9	-28	4	0	-4	21	-1.0	-5	-38
- CC(/C=C/C1(O)C(C)CC(=O)CC1(C)C)OC1OC(CO)C(O)C(O)C1O (stereo not given)
    4	-7	0	-5	10	12	-0.7	1	22
- CCOC(=O)C1=C(O)c2ccccc2C(=O)/C1=C\c1ccc(C)cc1
    -11[fluorescence artefact?]	-4	-5	-5	-1	11	-0.2	6[fluorescence artefact?]	13
- CC1(C)CC(=O)C(N=Nc2cc(C(F)(F)F)ccc2Cl)=C(O)C1
    -1	5	5	9	17	7	1.2	1	-8
- Cc1cc(C)n(-c2ccc(C(=O)NCc3cccs3)cc2)n1
    -2	0	1	30	0	5	0.8	-13	-15
- Cc1ccc(NC(=S)Nc2cccnc2)c(S(=O)(=O)N2CCCCC2)c1
    -9	2	-10	-38	22	0	1.5	-7	-76
- CCOc1ccc(C2c3c(oc4cc(C)c(C)cc4c3=O)C(=O)N2CCCN(C)C)cc1OC (stereo not given)
    1	-30	-3	-54	0	5	-0.2	3	4
- O=C(NCCCN1CCOCC1)C(=O)N/N=C/c1cccc2ccccc12
    -2	-59	x	-16	18	4	-0.2	-3	-6
- O=C(CSc1ncccn1)N/N=C/c1cccs1
    6	-6	-1	-30	0	1	0.3	-3	12
- COCCNCCCCOc1ccccc1-c1ccccc1
    11	3	x	9	2	11	-0.7	-1	17
- CC1=CC(C)(C)N(C(=O)CSc2nnc(N)s2)c2cc(C)c(C)cc21
    -9	7	1	24	-2	3	0.6	0	62*
- COc1cc(C=Nc2c(C)cc(C)cc2C)ccc1OC(C)=O
    12	-4	1	22	0	1	-0.5	-12	2
- COc1ccccc1N=CC1=C(O)CC(c2ccccc2)CC1=O (stereo not given)
    1	-7	-10	8	2	4	0.3	2	26
- O=C(c1ccc(S(=O)(=O)c2ccccc2)cc1)N1CCCCCC1
    7[fluorescence artefact?]	33	-5	30	-1	8	0.7	-1	-13
- COc1cccc(CC2(CO)CCCN(Cc3cnn(-c4ccccc4)c3)C2)c1 (stereo not given)
    -1	12	-1	10	22	13	46	3	-53
- Cc1ccc(S(=O)(=O)c2nc(-c3ccccc3)oc2NCCN2CCOCC2)cc1
    -6	-13	x	5	0	17	-0.3	0	6
- CCNS(=O)(=O)c1cc(OC)ccc1OC
    0[fluorescence artefact?]	-6	-6	-5	0	1	-0.3	-2	-14
- CNC(=S)NNC(=O)c1cccc(N(C)C)c1
    -7	0	-13	-45	1	6	2.0	-3	15
- COCCN(C(=O)CN1CCCc2ccccc21)c1c(N)n(Cc2ccccc2)c(=O)[nH]c1=O
    -15[fluorescence artefact?]	-2	-26	-21	1	11	0.1	1	5
- NS(=O)(=O)c1cccc(NC(=O)Nc2ccc(Cl)cc2)c1
    3	1	8	-22	16	8	75*	-3	-34
- CC(=O)Nc1cccc(CP(=O)(c2ccccc2)c2ccccc2)c1
    2	-1	-4	-21	12	9	0.3	-2	26
- Cc1cc(Cl)ccc1NNC(=O)c1snnc1C
    -2	-10	-6	7	10	11	0.3	-2	-1
- Cc1cc(C)n(-c2ncc(-c3ccccc3)nn2)n1
    -1	-11	1	4	2	4	1.2	6	8
- O=S(=O)(c1ccc2nc(Cc3ccccc3)[nH]c2c1)N1CCOCC1
    88*	-1	-4	27	0	-2	-0.5	8	-1
- O=C1CC(c2ccc(O)c(O)c2)Oc2cc(O)cc(O)c21 (stereo not given)
    5	-47	0	-35	37	15&11	2.2	-13	10&9
- COc1ccc(CNC(=O)CSCc2ccccc2Cl)cc1
    -5[fluorescence artefact?]	-3	3	33	3	7	0.5	5	-7
- CC(=O)c1sc(Nc2ccccn2)nc1C
    0[fluorescence artefact?]	-75	x	-20	2	25	96*	-8	56
- Cc1ccccc1CN1C2=NCCCN2c2ccccc21
    2	9	-6	18	2	3	-0.2	1[fluorescence artefact?]	-9
- O=C(Cc1nnc(NC(=O)Nc2ccccc2)s1)Nc1ccccc1
    4	-14	8	-32	14	8	0.4	-1	-30
- C=CCNc1nc(NCc2ccccc2)c(C#N)c2c1CN(C)CC2
    -9	-16	-3	-277	6	13	0.3	4	-20
- Cc1nc2nc(-c3ccco3)nn2c(C)c1Cl
    0	-4	-6	i	-6	18	-0.4	8	10
- CC(C)=C(C#N)c1nc2ccccc2s1
    8	-3	-4	0	1	-5	0.2	-1[fluorescence artefact?]	-8
- O=C(COC(=O)C1CCC(=O)N1)Nc1ccc(Oc2ccccc2)cc1 (stereo not given)
    1	-3	1	-11	28	3	1.4	-2	6
- CC(C)c1ccccc1NC(=O)COC(=O)c1ccc(Cl)c(S(=O)(=O)N2CCCCCC2)c1
    -13	29	8	27	2	3	1.8	-3[fluorescence artefact?]	-1
- CC(C)(C)C(=O)O/N=C(\N)c1ccc(-c2csnn2)cc1
    -2	-6	5	-6	4	10	0.4	0	-49
- O=C(NC1CCS(=O)(=O)C1)c1cccc(S(=O)(=O)N2CCOCC2)c1 (stereo not given)
    6	1	-5	4	0	6	-0.2	1	8
- Nc1ccc(Br)cc1C(NCC(=O)O)c1ccccc1 (stereo not given)
    -25	5	9	-24	20	7	3.9	-2	32
- CCOc1ccc(C(=O)C(c2ccccc2)N2CCOCC2)cc1 (stereo not given)
    64	-7	11	3	0	18	-0.4	0[fluorescence artefact?]	0
- CN(C)S(=O)(=O)c1ccc(S(=O)(=O)NC2CCOC(C)(C)C2)cc1 (stereo not given)
    3	4	2	-5	4	6	-0.6	-1	-6
- Nc1ccc(Oc2ccc3nc(-c4ccccc4)c(-c4ccc([N+](=O)[O-])cc4)nc3c2)cc1
    -2	-15	3	-139	-1	8	-0.1	-7[fluorescence artefact?]	-24
- COc1ccc2nc(SC)c(C#N)cc2c1
    -13	-1	6	-6	22	13	10	-1	5
- CCc1ccccc1NC(=O)CN(C)C(=O)CSc1nc2cc(Cl)ccc2s1
    -20	2	-3	-4	0	2	0.7	7[fluorescence artefact?]	-22
- COC(=O)C(CC(C)C)NC(=O)CNC(=O)c1ccccc1C (stereo not given)
    40	-5	-11	11	0	12	-0.3	-2[fluorescence artefact?]	19
- COc1ccc2c(c1)c(C(=O)N/N=C/c1cccc(O)c1)c(C)n2C
    -10	-21	12	8	4	8	1.5	-5	-6
- O=C1ON=C(c2ccccc2)/C1=C/c1cccnc1
    3	4	0	3	29	-1	-1.1	1	-27
- COc1ccc(Cl)cc1NC(=O)CN1CCC(n2nnc3ccccc32)CC1
    13	-5	-3	-15	8	12&9	-0.4	1	30&7
- O=C(c1cc(-c2cccs2)nc2ccccc12)N1CCN(c2ccccc2O)CC1
    -2	-9	-2	-115	17	6	0.8	0	-50
- COc1cccc(N2CCN(C(c3ccccn3)c3nnnn3C(C)(C)C)CC2)c1 (stereo not given)
    -13[fluorescence artefact?]	0	-2	22	-18	15&5	x	2	2&9
- CCc1nc(SCc2ccccn2)[nH]c(=O)c1C
    -9	-6	-6	-22	14	7	9.7	-2	11
- Cc1nn(C(C)(C)C)c(C)c1/C=N/OC(=O)Nc1ccc(Cl)cc1
    4	-1	x	26	7	6	9.3	0	-48
- COc1cnn(-c2ccccc2)c(=O)c1SCc1ccc(Cl)cc1Cl
    -7	-8	4	-14	0	13	-0.1	-8	-15
- CCN(CC)C(=O)c1cccc(-c2ccc(OC)cc2)c1
    -4	19	-2	40	3	7	0.1	-6	-10
- O=C(N/C(=C/c1ccco1)C(=O)N1CCCCCC1)c1cccs1
    -2	-11	-2	0	1	5	0.9	-1	1
- CCN(c1ccccc1)S(=O)(=O)c1ccc(F)cc1C
    42	2	-4	21	0	10	-0.3	-9[fluorescence artefact?]	62*
- COc1cccc(-c2cn3nc(C)c(C)nc3n2)c1
    2	-14	-10	-303	12	15	0.8	5	-1
- C=CCNC(=O)/C=C/c1ccc(C(C)C)cc1
    -18	25	5	27	4	7	2.8	7[fluorescence artefact?]	-39
- COc1ccc(NC(=O)CSc2c(C)nn(-c3nnc(C)c(=O)[nH]3)c2C)cc1
    6	6	5	-11	108*	18	0.6	-4	26
- CCOC(=O)CC1C(=O)NCCN1C(=O)c1cc2c(=O)n3cccc(C)c3nc2s1 (stereo not given)
    -7	-32	x	-473	27	x	1.5	5	24
- CC1(C)CC(=O)/C(=C(\O)c2ccccc2)C(=NCCc2ccccc2)C1
    -4	-5	-2	14	4	5	-0.8	5	7
- Cc1nn(Cc2ccc(Cl)cc2Cl)c(Cl)c1/C=N/NC(=O)CNc1cccc(C(F)(F)F)c1
    3	0	1	-29	5	9	1.0	3	15

Three compounds from above, arranged by their value in Hck Nef HTS, largest number first:
canonical_smiles | Hck Nef HTS
COc1cccc(-c2cn3nc(C)c(C)nc3n2)c1 | 12
Cc1nn(Cc2ccc(Cl)cc2Cl)c(Cl)c1/C=N/NC(=O)CNc1cccc(C(F)(F)F)c1 | 5
C=CCNC(=O)/C=C/c1ccc(C(C)C)cc1 | 4

Next section.
Values run as follows: 14-3-3 Bad inh	TbHK1 inh	Rad51 HR inh	m-calpain inh	Hck Nef HTS	PGE2 EP2 inh	zVAD death inh	eIF4E 4G PPI	EP2 mod
- Cc1cc(C(C)(C)C)ccc1OCCOCCN1CCCC1
    52[fluorescence artefact?]	9	-2	17	-3	7	1.2	1	7
- Nc1nnc(CCOc2ccccc2Cl)s1
    11	8	-8	2	0	3	-0.3	3	-3
- COc1ccc(NC(=O)/C=C/c2ccccc2[N+](=O)[O-])c(OC)c1
    7[fluorescence artefact?]	-18	2	15	1	5	1.4	-3	1
- COc1cc(C)nc(N2CCCC(C(=O)Nc3cc(Cl)ccc3OC)C2)n1 (stereo not given)
    -9	-5	-2	-1	0	1	0.2	5	-74
- COc1ccc(NC(=O)CN2CC(c3ccccc3)CC2=O)cc1OC (stereo not given)
    61	-8	3	13	-2	4	3.4	4	2
- Cn1c(NC(=O)c2ccccc2)c(-c2ccccn2)c(=O)c2ccccc21
    -13	-24	1	11	1	9	0.6	0	28
- C=CCn1c(Sc2nncn2C)nc2c1c(=O)[nH]c(=O)n2C
    -12	1	-4	7	1	7&13	0.2	3	-12&-20
- CS(=O)(=O)c1ccc2sc(NC(=O)c3cc4ccccc4o3)nc2c1
    3	-37	x	3	42	4	0.2	-2	-24
- Cc1ccccc1C1CC(c2ccccc2)Nc2ncnn21 (stereo not given)
    4[fluorescence artefact?]	-2	-3	-8	1	3	-0.1	6	24
- COc1ccc(NC(=S)NNC(=O)C2CC2c2ccc(C)cc2)cc1 (stereo not given)
    13	8	15	29	4	12	0.7	-1	-38
- Cc1ccc(S(=O)(=O)N2CCCCC2)cc1NC(=O)COC(=O)Cc1cccc(C(F)(F)F)c1
    -6	-1	x	30	2	12	-0.5	3	-13
- CC(C)CNC(=O)c1ccc(NC(=O)c2cccs2)cc1
    1	32	8	17	9	2	2.4	-5[fluorescence artefact?]	-53
- CC(C)C(CC(=O)N1CCCCC1)C1CCOC(C)(C)C1 (stereo not given)
    -5[fluorescence artefact?]	5	-3	-14	7	9	-0.9	0	19
- O=C(Nc1ccc(Br)cc1)C1OCCc2ccccc21 (stereo not given)
    -1	-1	x	-1	7	3	-0.8	-10	-11

Assay outcomes from PubChem BioAssay.
